tim23-1 inh: growth inhibitors of tim23-1 mutant yeast, primary screen, luminescence, uHTS; S. cerevisiae tim23-1 growth, BacTiter-Glo luminescence, 24 h; inhibition, % at 20 µM; 1.3% of 330,000 active; AID 463212, 2010;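 active = growth inhibition of the mutant yeast at or above 50%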;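 also: temperature-sensitive mutant grown at 25 °C; plate controls were DMSO-treated mutant yeast for no effect and medium wells lacking yeast for full effect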
UPR XBP1 act: activators of adaptive XBP1 UPR arm, primary screen, cell-based, CHO-XBP1 luciferase reporter, luminescence, uHTS | IRE1-XBP1 UPR activation; percent of tunicamycin response, DMSO as zero | 0.33% of 330,000 active | activation, % at 20 µM;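 active = versus positive control, 20 µM dose yields 30% or more activation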;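 also: 100% = tunicamycin at 10 µg/mL and 0% = DMSO only wells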
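incubation = overnight seeding at 37 °C, 6 h compound treatment at 37 °C | assay system = CHO-XBP1 cells stably carrying IRE1-XBP1-driven luciferase reporter | input = 1000 cells per well | detection = luciferase luminescence | dosing = single point, 20 µM final compound, 1% DMSO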
APJ antagonist: antagonists of human apelin receptor APJ, primary screen, CHO-K1 cells, beta-arrestin complementation, luminescence. P35414. inhibition, % at 20 µM. 0.32% of 330,000 active. AID 2521, 2010;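 active = inhibition above about 40% at 20 µM, limit read from the data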;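 also: cells challenged with 10 nM apelin-13 agonist together with compound; plate controls were apelin-13 plus DMSO wells for no effect and DMSO wells lacking apelin-13 for full effect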
Target sequence (P35414 whole entry, looked up): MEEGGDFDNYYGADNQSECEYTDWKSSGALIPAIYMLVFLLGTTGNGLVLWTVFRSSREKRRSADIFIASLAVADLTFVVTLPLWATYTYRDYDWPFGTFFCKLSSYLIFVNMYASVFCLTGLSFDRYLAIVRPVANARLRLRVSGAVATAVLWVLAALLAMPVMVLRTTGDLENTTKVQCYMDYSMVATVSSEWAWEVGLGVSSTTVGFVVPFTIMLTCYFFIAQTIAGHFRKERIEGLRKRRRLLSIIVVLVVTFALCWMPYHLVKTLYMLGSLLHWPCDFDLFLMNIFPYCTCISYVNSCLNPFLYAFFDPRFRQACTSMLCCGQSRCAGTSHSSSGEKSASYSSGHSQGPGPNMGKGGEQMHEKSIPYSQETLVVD
tim10-1 inh: growth inhibitors of tim10-1 mutant yeast, primary screen, luminescence, uHTS | S. cerevisiae tim10-1 ts strain growth, BacTiter-Glo, 24 h | inhibition, % at 20 µM | 2.2% of 330,000 active;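 active = inhibition of at least 40%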;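 also: mutant grown at 25 °C; 0% = DMSO wells with yeast and 100% = wells holding no yeast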
UPR CHOP act: activators of apoptotic CHOP UPR arm, primary screen, cell-based, CHO-CHOP luciferase reporter, luminescence, uHTS. UPR activation; percent of tunicamycin response over DMSO baseline. 0.34% of 330,000 active. activation, % at 10 µM;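 active = at 10 µM dose, activation of 40% or more, normalized to positive control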;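 also: 100% = tunicamycin at 10 µg/mL and 0% = DMSO alone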
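Material: CHO-CHOP cells, stable luciferase reporter of PERK-eIF2a-CHOP signalling; quantity: 500 reporter cells seeded per well; buffer or medium: F12 medium containing 10% fetal bovine serum; compound: one dose, 10 µM in 0.5% DMSO; incubation: 6 h compound treatment, 37 °C; measured by: Steady-Glo luciferase luminescence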
Mdm2-MdmX inh: inhibitors of human Mdm2-MdmX association, primary screen, cell-based, luminescence, split luciferase, SaOS-2, uHTS. 3% of 330,000 active. SaOS-2 split-luciferase Mdm2/MdmX complementation. Protein Mdm4 (Homo sapiens) + E3 ubiquitin-protein ligase Mdm2 (Homo sapiens), …. AID 485346, 2010. inhibition, % at 8 µM;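 active = inhibition of at least 50% at 8 µM in the primary screen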
CXCR6 inh: CXCR6 receptor inhibitors, primary screen, cell-based, beta-arrestin, luminescence, CHO-K1 PathHunter, 1536-well; inhibition, % at 20 µM; 0.36% of 360,000 active; AID 602244, 2012; in the data active = inhibition above about 34%, passing the limit was not always enough;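 also: antagonist mode with CXCL16 agonist at 10 nM final; 0% = 10 nM CXCL16 with DMSO and 100% = unstimulated wells without agonist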
Target sequence (O00574 whole entry, looked up): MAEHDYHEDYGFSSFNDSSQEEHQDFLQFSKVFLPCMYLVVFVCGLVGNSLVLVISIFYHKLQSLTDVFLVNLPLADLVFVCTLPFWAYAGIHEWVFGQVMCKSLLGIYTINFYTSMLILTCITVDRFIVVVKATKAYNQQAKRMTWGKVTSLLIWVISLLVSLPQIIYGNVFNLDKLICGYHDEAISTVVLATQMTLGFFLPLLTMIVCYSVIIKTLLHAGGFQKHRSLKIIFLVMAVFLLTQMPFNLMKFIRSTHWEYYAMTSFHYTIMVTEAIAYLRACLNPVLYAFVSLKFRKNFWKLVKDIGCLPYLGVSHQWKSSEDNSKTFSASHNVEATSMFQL
TIM10 inh: growth inhibitors of isogenic TIM10 control yeast, primary screen, counter-screen for tim10-1 yeast inhibitor project, luminescence, uHTS. S. cerevisiae TIM10 strain growth, BacTiter-Glo luminescence, 24 h. inhibition, % at 10 µM. 1.4% of 330,000 active. AID 463195, 2010;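 active = inhibition of 40% or more at the single tested concentration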;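 also: wild-type TIM10 isogenic control strain grown at permissive 25 °C; 0% = DMSO yeast wells and 100% = minimal medium wells without yeast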
APJ agonist: agonists of human apelin receptor APJ, primary screen, CHO-K1 cells, PathHunter beta-arrestin, luminescence | 0% DMSO wells, 100% apelin | P35414 | 0.11% of 330,000 active | activation, % at 20 µM;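 active = activation more than six SD over the plate average, tested at 20 µM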;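 also: 0% = DMSO alone and 100% = apelin-13 at 10 nM; some results filed as inactive read as strong as hits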
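system = engineered CHO-K1 APJ arrestin reporter cells | input = 1000 cells per well | timing = overnight seeding, 90 min compound at 25 °C, 1 h detection | measured by = enzyme-fragment complementation luminescence | read-out = beta-arrestin recruitment to APJ as agonist activity, luminescent signal | control set = negative DMSO alone, positive Apelin-13 at 10 nM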
* marks the source's active call; other numbers are inactive results; x = no result given. This is a subset; count on the stated rates, not on these rows.

The line under a structure holds: tim23-1 inh, UPR XBP1 act, APJ antagonist, tim10-1 inh, UPR CHOP act, Mdm2-MdmX inh, CXCR6 inh, TIM10 inh, APJ agonist
> CCOC(=O)C[C@H]1c2cc(F)ccc2S(=O)(=O)N1c1cccc(OC)c1
 : 16, -4, -30, 13, -0.5, 19, 1, -3, 0
> CC(=O)c1cc(-c2ccccc2)n(CC(=O)N2CCN(C3CCCC3)CC2)c1C
 : -6, -1, -1, -1, -1.3, 23, -4, 4, 0
> O=S(=O)(Nc1cccc(S(=O)(=O)N2CCCCCC2)c1)c1ccc(F)cc1F
 : 28, 3, 8, 21, 1.0, 3, 0, 14, -8
> CCN(Cc1ccccc1)C(=O)COc1cc(=O)n(CC)c2ccccc12
 : 3, -3, 6, 6, -1.7, 34, -10, -7, 0
> CCOc1cc(/C=C2/C(=O)ON=C2C)ccc1OCc1ccccc1
 : 33, 3, -13, 30, 58*, 17, x, 21, 6
> Cc1nnc(NC2(C(F)(F)F)C(=O)Nc3c2c(=O)n(C)c(=O)n3C)s1 (stereo not given)
 : 4, -1, -17, 3, 0.7, 8, -16, 3, -4
> CC(=O)Nc1c(C)ccc2nsnc12
 : -5, 1, 16, -5, -2.3, -4, -20, -2, -2
> CCOc1ccc(CC(=O)Nc2ccc(-c3ccc4nnc(C)n4n3)cc2)cc1
 : 16, 2, -5, -29, 0.6, 48, -2, 1, -2
> CC(=O)C1=C(O)C(=O)N(CCCn2ccnc2)C1c1ccc(C)cc1 (stereo not given)
 : 9, -2, 4, 5, -0.8, 1, -2, 15, 1
> O=C(COC(=O)CCC(=O)c1cccs1)NC1CCCCC1
 : 12, -1, -11, 3, -0.5, 4, 2, -6, -2
> O=C(/C=C/c1ccco1)c1ccc(O)cc1
 : 11, 2, 11, 30, -0.4, -34, x, 21, -2
> COc1ccc(-c2noc(CCC(=O)Nc3ccc4c(c3)OCCO4)n2)cc1
 : 30, 0, -16, 16, 1.9, 6, -2, -4, -2
> CC(C)(C)c1ccc(/C=N/NC(=O)c2ccccn2)cc1
 : 11, -4, 17, 19, -4.7, -42, 1, 3, -1
> COC(Cc1nnc(SC)n1-c1ccc(Cl)cc1)OC
 : 0, -1, 7, 7, -1.7, 5, -5, -4, -5
> CCCOc1ccc(C(=O)Nc2ccc(S(=O)(=O)NC3=NCCCCC3)cc2)cc1
 : 21, -2, -7, 18, -0.8, 17, -8, -5, 4
> CCc1ccccc1NC(=O)CN1CCN(CC(=O)Nc2ccc(-c3ccccc3)cc2)CC1
 : 18, -2, -1, 5, -0.5, -1, -1, 12, 0
> NC(N)=Nc1nc2ccc(Br)cc2c(=O)[nH]1
 : 0, -1, 11, -7, -1.4, 18, -3, 2, -1
> S=C(NCc1ccccc1)Nc1cccc2ccccc12
 : 30, -5, -54, 28, 0.7, -3, -16, 21, 17
> Cc1cc(C)c2c(=O)[nH]c(SCC(=O)c3ccc(C)c(C)c3)nc2n1
 : 7, 4, 0, 12, -1.1, 9, -2, 17, -1
> Cc1cccc(CS(=O)(=O)Cc2ccc(C(=O)NCc3ccco3)o2)c1
 : 8, 0, -14, 18, 5.4, -19, 4, -19, -3
> Cc1ccc(OC(=O)CCS(=O)(=O)c2ccc(C)cc2)cc1
 : 29, -5, -11, 25, 1.0, 11, -2, 15, 6
> CCCn1c(C(C)C)n[nH]c1=S
 : -7, 0, 10, -13, -2.0, 4, -3, -4, -2
> COc1ccc(OC)c(NC(=O)c2sc3nc(C)cc(C)c3c2N)c1
 : -12, -1, -7, -6, 4.7, 58*, 1, 11, 3
> O=C(c1ccc(CS(=O)Cc2ccc(Cl)cc2)o1)N1CCN(c2ccccn2)CC1 (stereo not given)
 : -2, -2, -1, 4, 2.9, 22, -12, 6, -3
> CC(C)CC(=O)CN1C(=O)C2(OCCO2)c2ccccc21
 : -2, -1, 1, 17, -1.5, -10, 1, -9, -1
> COC(=O)CNC(=O)C1CCCN1C(=O)CNC(=O)OC(C)(C)C (stereo not given)
 : 0, -2, -1, -11, -1.1, 23, 7, 4, -4
> O=C(CN1CCN(Cc2ccc3c(c2)OCO3)CC1)NCC(F)(F)F
 : 4, -5, -19, -4, 0.8, -7, -9, -6, -1
> CCc1ccc(CCC(=O)Nc2sc3c(c2C#N)CCCC3)o1
 : 16, 15, 7, 26, 2.7, 50*, 2, 31, 0
> COc1cc(NC(=O)COC(=O)c2ccc(S(=O)(=O)N3CC(C)CC(C)C3)cc2)c(C)cc1[N+](=O)[O-] (stereo not given)
 : -21, 4, 3, 0, 4.2, -4, 7, -5, -1
> COCCOc1ccc(C(F)(F)F)cc1NC(=O)CN1C(=O)NC(C)(c2ccc3c(c2)OCO3)C1=O (stereo not given)
 : 11, -2, -67, 3, -0.1, 1, -8, -5, 0
> CCCSc1nc2cc(S(=O)(=O)N3CCOCC3)ccc2n1CC
 : 38, -3, 1, 26, 0.6, 29, 2, 16, -6
> COc1ccc(N2CSC3=C(C#N)C(c4cccs4)CC(=O)N3C2)cc1 (stereo not given)
 : 8, 3, -49, 28, 0.3, 17, -6, 27, 4
> Cc1nn(CC2CC2)c(=O)n1-c1cccc(Cl)c1
 : 11, -1, -8, -18, 1.8, 4, 10, 0, 0
> O=C(CN1C(=O)CSc2ncccc21)N1CCOCC1
 : 7, -3, 17, 9, 2.2, -15, 5, 7, -2
> Cc1cc(NC(=O)CN2C(=O)NC(Cc3ccccc3)C2=O)no1 (stereo not given)
 : 8, -3, 12, -1, -1.7, 18, 6, 5, -2
> COc1ccc(C2C3=C(CC(C)(C)CC3=O)N(C)C3=C2C(=O)CC(C)(C)C3)cc1OC
 : 18, -4, -31, 12, -2.7, -27, 5, 3, 1
> O=C(CSc1nc2ccccc2[nH]1)Nc1ccc2c(c1)OCCO2
 : -11, -3, 6, -28, 0.2, -8, -6, 13, -4
> Cc1nc(-c2ccccc2)sc1C1(C)CC(c2cccc(F)c2)=NO1 (stereo not given)
 : 18, 2, 6, -9, 0.6, -4, -5, -8, -4
> COc1ccc2[nH]c(=O)c(CN(C)C(=O)c3cccs3)cc2c1
 : 12, 2, -2, -12, 2.1, 11, 0, -13, -2
> COc1ccc(N2CCN(C(=O)COc3ccc4c(C)cc(=O)oc4c3C)CC2)cc1
 : -4, -2, 1, 14, -1.2, 9, 5, -6, 12
> COc1ccccc1CN1CC(C(=O)NCCn2nc(C)cc2C)CCC1=O (stereo not given)
 : -12, -3, 14, -13, -1.5, 30, -10, 1, -4
> O=C(O)COc1ccc(NC(=O)c2ccc3c(c2)C(=O)N(Cc2ccccc2)C3=O)cc1
 : 7, -7, 3, 1, 0.9, -9, -5, 9, 2
> O=C(CNC1CCCCC1)Nc1ccc([N+](=O)[O-])cc1C(=O)Nc1ccccc1F
 : 18, 0, 6, 19, 0.3, 5, -5, 14, -1
> CC(/C=C/c1ccccc1)=N/NC(=O)CCC(=O)Nc1ccccc1C
 : 4, 0, -1, 10, -0.6, -20, -9, 21, -2
> Cc1ccc(Cn2c(=N)c(C(=O)NCc3ccco3)cc3c(=O)n4ccccc4nc32)cc1
 : 20, -1, 17, 28, -0.2, -10, 22, 15, -2
> O=C(NC(=S)Nc1ccccc1N1CCCC1)c1ccc(-c2cccc([N+](=O)[O-])c2)o1
 : 19, -3, 14, 37, -1.4, 9, 10, 21, -4
> O=C(CSc1nnc(CNC(=O)c2cccs2)o1)Nc1cccc(F)c1
 : -8, -3, 3, -8, -0.2, 14, 0, 2, -4
> Cc1ccc(SCC(=O)Nc2ccc(C(=O)Nc3ccc(O)cc3)cc2)cc1
 : -11, -1, 12, 5, -0.8, -12, 4, 13, -3
> Cc1ccc(Sc2cc(NCCCO)c([N+](=O)[O-])c3nonc23)cc1
 : -10, -3, 7, -8, 23, 24, 13, -20, -3
> COc1ccc(/C=N/NC(=O)c2cc(=O)[nH]c3ccccc23)cc1OC
 : -1, -1, -14, 5, 2.1, -22, -7, 8, -4
> O=C(Nc1ccc(-c2cc3ccccc3oc2=O)c(Cl)c1)c1cccnc1
 : -1, 1, 6, -3, -0.9, 1, 1, 3, -1
> CCN(C[C@H]1N[C@@](CC)(C(=O)OC)[C@H]2C(=O)N(C)C(=O)[C@@H]12)S(=O)(=O)c1ccc(C)cc1
 : -9, -1, -6, -16, -0.8, -6, 6, 8, -4
> O=CN1CCN(C(=S)NC(=O)c2ccc(Cl)cc2)CC1
 : 16, -1, 15, 6, -0.8, 17, 6, 10, 8
> COc1ccccc1CNC(=O)COC(=O)C1CCN(S(=O)(=O)c2ccc(C)c(C)c2)CC1
 : 12, 0, 9, 19, 0.7, -15, -8, 20, 1
> NC(N)=N/N=C/c1ccc2cccc(OCc3ccccc3)c2n1
 : -16, 5, 17, 1, -0.9, 51*, 16, -1, -3

Among those listed so far, these have fluorine:
The line under a structure holds: tim23-1 inh, UPR XBP1 act, APJ antagonist, tim10-1 inh, UPR CHOP act, Mdm2-MdmX inh, CXCR6 inh, TIM10 inh, APJ agonist
> CCOC(=O)C[C@H]1c2cc(F)ccc2S(=O)(=O)N1c1cccc(OC)c1
 : 16, -4, -30, 13, -0.5, 19, 1, -3, 0
> O=S(=O)(Nc1cccc(S(=O)(=O)N2CCCCCC2)c1)c1ccc(F)cc1F
 : 28, 3, 8, 21, 1.0, 3, 0, 14, -8
> Cc1nnc(NC2(C(F)(F)F)C(=O)Nc3c2c(=O)n(C)c(=O)n3C)s1 (stereo not given)
 : 4, -1, -17, 3, 0.7, 8, -16, 3, -4
> O=C(CN1CCN(Cc2ccc3c(c2)OCO3)CC1)NCC(F)(F)F
 : 4, -5, -19, -4, 0.8, -7, -9, -6, -1
> COCCOc1ccc(C(F)(F)F)cc1NC(=O)CN1C(=O)NC(C)(c2ccc3c(c2)OCO3)C1=O (stereo not given)
 : 11, -2, -67, 3, -0.1, 1, -8, -5, 0
> Cc1nc(-c2ccccc2)sc1C1(C)CC(c2cccc(F)c2)=NO1 (stereo not given)
 : 18, 2, 6, -9, 0.6, -4, -5, -8, -4
> O=C(CNC1CCCCC1)Nc1ccc([N+](=O)[O-])cc1C(=O)Nc1ccccc1F
 : 18, 0, 6, 19, 0.3, 5, -5, 14, -1
> O=C(CSc1nnc(CNC(=O)c2cccs2)o1)Nc1cccc(F)c1
 : -8, -3, 3, -8, -0.2, 14, 0, 2, -4

Quoted at random: 2 records from the list
The line under a structure holds: tim23-1 inh, UPR XBP1 act, APJ antagonist, tim10-1 inh, UPR CHOP act, Mdm2-MdmX inh, CXCR6 inh, TIM10 inh, APJ agonist
> Cc1nc(-c2ccccc2)sc1C1(C)CC(c2cccc(F)c2)=NO1 (stereo not given)
 : 18, 2, 6, -9, 0.6, -4, -5, -8, -4
> COc1ccc(/C=N/NC(=O)c2cc(=O)[nH]c3ccccc23)cc1OC
 : -1, -1, -14, 5, 2.1, -22, -7, 8, -4
